Screens deposited in PubChem by The Scripps Research Institute Molecular Screening Center.
FBW7 act = activators of human E3 ligase FBW7; AlphaScreen FBW7–phospho-cyclin E peptide binding, activator screen; normalized activity (activation), % at 26.1 µM; 650,000 compounds, 0.13% hits; in the data active = normalized activity above about 1.9%;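 also: purified mutant Fbw7 with reduced substrate affinity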
Target sequence (Q969H0 whole entry, looked up): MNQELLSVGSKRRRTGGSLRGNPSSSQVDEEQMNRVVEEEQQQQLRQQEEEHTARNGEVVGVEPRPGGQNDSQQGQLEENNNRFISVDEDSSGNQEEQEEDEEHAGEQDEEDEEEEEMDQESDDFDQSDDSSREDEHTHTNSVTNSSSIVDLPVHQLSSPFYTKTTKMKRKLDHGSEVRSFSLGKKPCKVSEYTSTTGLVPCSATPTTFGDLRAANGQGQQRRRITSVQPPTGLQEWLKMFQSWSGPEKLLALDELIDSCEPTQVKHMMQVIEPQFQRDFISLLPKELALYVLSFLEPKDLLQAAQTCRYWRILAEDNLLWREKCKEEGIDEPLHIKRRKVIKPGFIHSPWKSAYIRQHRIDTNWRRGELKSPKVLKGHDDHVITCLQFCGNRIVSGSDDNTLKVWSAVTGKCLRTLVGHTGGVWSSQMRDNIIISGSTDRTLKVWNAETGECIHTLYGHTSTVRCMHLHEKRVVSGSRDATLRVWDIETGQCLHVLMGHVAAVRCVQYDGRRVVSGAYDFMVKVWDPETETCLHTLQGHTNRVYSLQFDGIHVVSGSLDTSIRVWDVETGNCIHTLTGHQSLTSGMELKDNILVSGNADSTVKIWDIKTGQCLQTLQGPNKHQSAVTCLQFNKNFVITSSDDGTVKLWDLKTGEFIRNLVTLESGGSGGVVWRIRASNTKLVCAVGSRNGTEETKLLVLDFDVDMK
GPR151 ag = human GPR151 activation; PathHunter beta-arrestin GPR151 cells, luminescence; Q8TDV0; 650,000 compounds, 1% hits; activation, % at 11.2 µM; in the data active = activation above about 4.9%;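 also: 0% = median of compound wells and 100% = cells with positive control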
Target sequence (Q8TDV0 whole entry, looked up): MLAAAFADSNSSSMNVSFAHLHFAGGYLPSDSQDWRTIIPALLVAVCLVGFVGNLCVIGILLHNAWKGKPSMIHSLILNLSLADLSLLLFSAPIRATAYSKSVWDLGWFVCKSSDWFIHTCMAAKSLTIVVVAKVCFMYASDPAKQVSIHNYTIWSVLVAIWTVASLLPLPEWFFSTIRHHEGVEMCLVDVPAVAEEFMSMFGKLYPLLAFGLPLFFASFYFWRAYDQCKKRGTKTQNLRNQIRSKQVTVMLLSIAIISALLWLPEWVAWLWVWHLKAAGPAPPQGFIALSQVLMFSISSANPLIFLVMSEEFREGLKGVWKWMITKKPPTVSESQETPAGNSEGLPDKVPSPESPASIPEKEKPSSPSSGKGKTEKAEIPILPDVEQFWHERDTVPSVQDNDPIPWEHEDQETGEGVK
TEAD-YAP block = TEAD-YAP interaction inhibition; 640,000 compounds, 1.4% hits; HEK-TIYL cells, TEAD-Gal4/YAP UAS-luciferase luminescence; inhibition, % at 9.12 µM; AID 1259422; in the data active = inhibition above about 32%;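 also: 0% = median of test compound wells and 100% = reference inhibitor wells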
MITF primary = human MITF inhibition, primary screen; AlphaScreen MITF homodimerization, bead proximity signal; inhibition, % at 2.6 µM; 650,000 compounds, 0.91% hits; in the data active = inhibition above about 50%;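 also: 0% = vehicle wells with protein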
* hit, by the source's call; · = not tested or not shown.

nr	SMILES	FBW7 act	GPR151 ag
1	Cc1ccc(/C=N/NC(=O)c2cc(-c3cccnc3)nc3ccccc23)o1	0.7	-0.6
2	COc1cc(/C=N\NS(=O)(=O)c2ccccc2)cc(OC)c1OC	-0.1	-1.0
3	CCOC(=O)C1=C(c2ccccc2)N=C2SCC(=O)N2C1c1ccc(OCC)cc1 (centres undefined)	0.4	1.2
4	COc1cccc(-n2nnc3c(=O)n(CC(=O)N4CCOCC4)cnc32)c1	-0.4	-0.2
5	CC1=CC2=NC(Cc3ccc(F)cc3)(NC(=O)c3ccccc3)C(=O)N2C=C1 (centres undefined)	-0.2	3.1
6	O=C(Nc1ccc(F)cc1)/C(=C/c1cccc([N+](=O)[O-])c1)NC(=O)c1ccccc1F	-0.1	2.5
7	CC(=O)Oc1cccc(/C=C2\N=C(c3ccc(Cl)c(Cl)c3)OC2=O)c1	0.1	1.0
8	Cc1cccn2c(=O)c3c(nc12)CCN(C(=O)Nc1ccccc1)C3	-0.1	-0.7

nr	TEAD-YAP block	MITF primary
1	24	-5
2	-2	9
3	-15	21
4	-9	-9
5	1	-1
6	2	16
7	10	16
8	-4	3

Additional structures:
nr	SMILES	FBW7 act	GPR151 ag
9	Cc1cccc(C(=O)Oc2ccc(/C=C3/N=C(c4ccccc4)OC3=O)cc2)c1	0.1	1.9
10	N#CCSc1nc(N)c(C#N)c(-c2cccc(F)c2)c1C#N	0.0	0.0
11	CCOC(=O)CN1C(=O)S/C(=C/c2ccc(-c3cc(C(=O)O)ccc3Cl)o2)C1=O	-0.1	-1.1
12	CC(C)c1ccc(N(C)S(=O)(=O)c2ccc3[nH]cc(C(=O)N4CCOCC4)c(=O)c3c2)cc1	-0.6	-0.2
13	O=C(Nc1ncc(Cc2ccc(Cl)cc2)s1)C1CC1	-0.2	4.9
14	Cc1nn(CC(=O)Nc2ccccc2C(F)(F)F)c(=O)c2cccn12	0.3	0.8
15	Cc1ccc(Nc2nc(-c3ccc(S(=O)(=O)N4CCCCC4)cc3)cs2)cc1	0.4	1.1
16	NC(=O)c1sc2nc3c(c(-c4cccs4)c2c1N)CCCCC3	0.1	0.7

nr	TEAD-YAP block	MITF primary
9	12	5
10	-6	4
11	3	14
12	4	20
13	-7	-3
14	6	3
15	2	7
16	36*	-5

(listing goes on)
nr	SMILES	FBW7 act	GPR151 ag
17	COc1cccc(Oc2coc3cc(OC(=O)c4ccc([N+](=O)[O-])cc4)ccc3c2=O)c1	0.3	-0.3
18	COc1ccc(C(=O)NCc2ccc(F)cc2)cc1OC	-0.3	-0.7
19	O=C(Cc1ccc(F)cc1)Nc1nnc(SCC(=O)N2CCCCC2)s1	0.0	1.1
20	Cc1ccc(C)c(N(CC(=O)N/N=C/c2ccccc2[N+](=O)[O-])S(C)(=O)=O)c1	-0.1	0.8
21	CCNC(=O)N1CCc2nc3ccncc3cc2C1	0.2	1.1
22	COC(=O)C1=C(N)N(c2ccc(S(N)(=O)=O)cc2)C2=C(C(=O)CCC2)C1c1ccc2c(c1)OCO2 (centres undefined)	0.0	0.8
23	COc1cc(/C=C2\NC(=S)NC2=O)cc(Cl)c1OC	0.0	0.2
24	CC(=O)NC(Cc1ccccc1)C(=O)NC(Cc1ccccc1)C(=O)O (centres undefined)	-0.2	0.0

nr	TEAD-YAP block	MITF primary
17	-6	12
18	5	-6
19	3	0
20	1	5
21	4	14
22	0	10
23	3	-10
24	0	-4

Additional records:
nr	SMILES	FBW7 act	GPR151 ag
25	OC(CNCC1CCCO1)COc1ccc(OCC(O)CNCC2CCCO2)cc1 (centres undefined)	0.0	1.1
26	COCC1CCCN(Cc2ccc3c(c2)CN(C(=O)c2n[nH]c4ccc(C)cc24)CCO3)C1 (centres undefined)	-0.1	-1.2
27	O=C(Nc1cccc(-c2nc3ncccc3o2)c1)c1cc([N+](=O)[O-])ccc1Br	-0.1	1.6
28	O=C(O)c1cccc(NS(=O)(=O)c2ccc3c(c2)C(=O)c2ccccc2C3=O)c1	-0.1	1.1
29	COc1ccccc1CN(C)C(=O)c1cnc(C)cn1	0.1	-1.5
30	O=c1c(Nc2ccc(F)c(Cl)c2)c(-c2ccccc2)c1=O	0.1	2.4
31	CCOc1ccc2ccccc2c1/C=N/NC(=O)c1ccc(C)nc1	-0.1	2.2
32	COc1ccc(S(=O)(=O)NN(C)C)cc1N(C)S(=O)(=O)c1ccc(Cl)cc1	-0.2	-0.4

nr	TEAD-YAP block	MITF primary
25	2	9
26	22	8
27	2	-7
28	4	11
29	-2	2
30	-3	5
31	-5	8
32	-3	12

Later entries:
nr	SMILES	FBW7 act	GPR151 ag
33	CCCCNC(=O)Cn1ncc2c(=O)oc3ccc(C)cc3c21	0.0	-0.3
34	CCCN(CCC)C(=O)c1c[nH]c2ccc(S(=O)(=O)N(C)c3ccc(C(C)C)cc3)cc2c1=O	0.2	-0.6
35	O=C(Nc1ccc(C23CC4CC(CC(C4)C2)C3)cc1)c1ccc(-n2cnnn2)cc1	-0.1	0.0
36	Cc1ccc(S(=O)(=O)n2c3ccccc3c3nnc(C(=O)c4ccccc4)nc32)cc1	-0.1	0.0
37	COc1ccc(CNc2ccc(C(=O)N3CCN(c4ccc(OC)cc4)CC3)cc2S(=O)(=O)Nc2cccc(OC)c2)cc1	0.1	2.0
38	COc1ccc(S(=O)(=O)N2CCN(Cc3ccccc3C)CC2)cc1	-0.1	-0.7
39	O=C1Nc2cc(C(=O)N3CCN(c4ccc(F)cc4)CC3)ccc2NC1CSCc1ccccc1Cl (centres undefined)	0.0	1.1
40	Cc1ccccc1NC(=O)CO/N=C(\N)c1ccccc1	0.0	3.9

nr	TEAD-YAP block	MITF primary
33	-14	1
34	9	-9
35	2	-1
36	·	-2
37	21	24
38	-6	-1
39	12	5
40	1	23

The list goes on.
nr	SMILES	FBW7 act	GPR151 ag
41	O=C1CSC(c2ccc(Br)cc2)N1c1cc(Cl)cc(Cl)c1 (centres undefined)	0.3	-1.8
42	Cc1ccc(-n2c3c(cc(C(=O)NC4CCSC4=O)c2=O)C(=O)CC(C)(C)C3)cc1 (centres undefined)	0.2	-0.5
43	C/C(=N\O)c1nnn(-c2nonc2N)c1C	0.1	0.4
44	CC(C)(C)c1nnc(NCc2ccccc2)[nH]c1=O	-0.1	0.1
45	CCOC(=O)C1CCCN(Cc2csc(C)c2C)C1 (centres undefined)	-0.1	-0.2
46	O=[N+]([O-])c1cccc(C=Nc2ccc(N3CCN(CCO)CC3)cc2)c1O	-0.8	-0.1
47	O=C(Nc1ccc(C(=O)N2CCOCC2)cc1)Nc1cccc(C(F)(F)F)c1	0.0	-0.4
48	COC(=O)c1cccc(N(C(=O)c2ccco2)C(C(=O)NC2CCCC2)c2cccnc2)c1 (centres undefined)	0.3	-1.2

nr	TEAD-YAP block	MITF primary
41	-17	-7
42	3	4
43	5	15
44	-1	-1
45	-1	-3
46	-7	14
47	19	-12
48	20	5

New compounds follow:
nr	SMILES	FBW7 act	GPR151 ag
49	CCOC(=O)c1sc(NS(=O)(=O)c2ccc(C)cc2)nc1C	-0.1	-0.2
50	CCOc1ccc(OCC)c(NC(=O)CN2CCC(NC(=O)c3cccc(F)c3)CC2)c1	-0.1	-0.2
51	O=C(Nc1cccc(-c2csc(NC(=O)C3=COCCO3)n2)c1)C1=COCCO1	-0.1	2.4
52	Cc1ccc(C(=O)NCCN2CCN(Cc3ccccc3)CC2)cc1	0.1	1.0
53	CCSCCOC(=O)C1=C(C)NC(=O)NC1c1ccc(O)cc1 (centres undefined)	0.1	0.0
54	O=C(CSc1nc2ccccc2c(=O)n1CC1COc2ccccc2O1)NCC1CCCO1 (centres undefined)	0.0	-0.4
55	CN(C)CCN(C(=O)/C=C\c1ccc([N+](=O)[O-])cc1)c1nc2ccccc2s1	0.0	0.4
56	Cc1ccc(CCC(=O)Nc2cccc3ccccc23)o1	0.3	-1.3

nr	TEAD-YAP block	MITF primary
49	5	5
50	23	5
51	-28	-1
52	-7	0
53	5	20
54	5	9
55	-18	8
56	7	12

(next part)
nr	SMILES	FBW7 act	GPR151 ag
57	O=C(c1ccc(Nc2ccccc2F)nc1)N1CCCC1	-0.1	-2.1
58	CC(C)(C)NC(=O)CSc1nc2ccc(N3C(=O)c4ccccc4C3=O)cc2s1	-0.1	-0.1
59	N=c1sccn1CC(=O)NC(c1ccccc1)c1ccccc1	0.1	0.9
60	COc1ccc(CCN2C(=O)CSC2c2ccc(C(C)C)cc2)cc1OC (centres undefined)	-0.1	2.0
61	COc1cc(NC(=O)c2nn3c(C(F)(F)F)cc(-c4ccccc4)nc3c2Br)c(OC)cc1Cl	0.0	1.1
62	CCc1ccc(CCC(=O)Nc2ccc(C(C)=O)cc2)o1	-0.1	-0.3
63	CCCc1[nH]nc2c1C(c1ccc(OC)c(OCC)c1)C(C#N)=C(N)O2 (centres undefined)	-0.1	0.1
64	Cc1nc2ccccc2c(=O)n1CC(=O)NC(C)(C)C	0.1	1.0

nr	TEAD-YAP block	MITF primary
57	-25	-2
58	-1	8
59	-8	10
60	40*	-3
61	-1	-1
62	-5	2
63	-2	5
64	6	11

(further entries)
nr	SMILES	FBW7 act	GPR151 ag
65	CC(C)n1nccc1-c1nnc(NC(=O)c2ccc(Cl)cc2Cl)o1	0.0	-0.9
66	CCOC(=O)CSc1nc(=O)cc(N)n1CCc1ccccc1	0.0	-0.9
67	NC(=S)N/N=C/c1ccc(-c2ccc(F)cc2)o1	0.5	-1.0
68	O=C(NCc1cccc(C(F)(F)F)c1)c1ccnc(-c2ccccc2)c1	0.7	-1.4
69	CCCCC(C(=O)Nc1ccc(C(=O)OC)cc1)N1C(=O)c2ccccc2C1=O (centres undefined)	-0.2	1.8
70	COC(=O)c1cc(OC)c(OC)cc1NC(=O)C1COc2ccccc2O1 (centres undefined)	-0.1	2.7
71	O=C(Nc1ccc(-c2nnc(-c3ccco3)o2)cc1)c1cccc(Br)c1	-0.2	0.9
72	Cc1nc(SCC(=O)c2cc3ccccc3oc2=O)c(C(N)=O)c(C)c1C	0.1	-0.6

nr	TEAD-YAP block	MITF primary
65	12	3
66	-6	-3
67	-24	8
68	1	6
69	4	0
70	8	2
71	3	3
72	0	6

The listing continues.
nr	SMILES	FBW7 act	GPR151 ag
73	Cc1sc(NC(=O)c2ccc(S(=O)(=O)N(C)c3ccccc3)cc2)c(C#N)c1C	0.0	0.2
74	Cc1cncn(CC(=O)N2CCN(S(C)(=O)=O)CC2)c1=O	0.1	0.9
75	CCc1cccc(C)c1NC(=S)N1CCc2cc(OC)c(OC)cc2C1COc1ccccc1OC (centres undefined)	-0.2	-0.4
76	COc1ccc2cc(S(=O)(=O)c3ccc(OC)c(OC)c3)c(=O)oc2c1	0.0	1.6
77	CCc1c(C(=O)c2ccc(Cl)cc2)oc2ccc3c(C)cc(=O)oc3c12	1.2	-1.9
78	CSc1cccc(-c2nnc(NC(=O)C(c3ccccc3)c3ccccc3)o2)c1	-0.1	1.6
79	c1ccc2c(c1)nc(-c1cscn1)n2CCCCc1nn[nH]n1	-0.1	1.2
80	CC(=O)Nc1cc(-c2nc3cccnc3s2)ccc1C	0.6	-0.4

nr	TEAD-YAP block	MITF primary
73	3	-8
74	8	1
75	6	1
76	13	18
77	-6	28
78	-2	-15
79	-12	9
80	-31	5

(cont.)
nr	SMILES	FBW7 act	GPR151 ag
81	NC(=O)CN1C(=O)COc2ccc(Cl)cc21	-0.1	-1.2
82	CC1CCN(C(=O)CSc2nc(-c3ccccc3)ns2)CC1	0.2	0.6
83	COC(=O)c1ccc(Nc2nc(-c3ccc(Cl)cc3Cl)nc3ccccc23)cc1	0.0	-0.3
84	COc1ccc(C2CC(=O)NC(SCC(=O)Nc3ccccc3)=C2C#N)cc1OC (centres undefined)	-0.1	0.6
85	O=c1nc2n(-c3ccc(F)cc3)c3ccccc3cc-2c(=O)[nH]1	0.3	-0.7
86	CCOC(CNC(=O)c1ccc(NC(=O)c2cn(C)nc2OC)cc1)OCC	-0.2	1.5
87	COc1c(C)cc(NS(=O)(=O)c2ccc(SC)cc2)cc1C	0.5	-0.2
88	CCn1c(CNc2ccc(F)cc2)nnc1SCCN1CCOCC1	0.0	0.0

nr	TEAD-YAP block	MITF primary
81	-6	11
82	-27	2
83	3	-1
84	-6	5
85	4	6
86	-7	5
87	10	-4
88	-8	25

Entries of single compounds as entered above. Values in the order: FBW7 act | GPR151 ag | TEAD-YAP block | MITF primary
O=c1nc2n(-c3ccc(F)cc3)c3ccccc3cc-2c(=O)[nH]1 across the screens: 0.3 | -0.7 | 4 | 6
CC1CCN(C(=O)CSc2nc(-c3ccccc3)ns2)CC1 across the screens: 0.2 | 0.6 | -27 | 2

The list goes on.
nr	SMILES	FBW7 act	GPR151 ag
89	O=C(c1ccc(=O)n(Cc2ccc(Cl)c(Cl)c2)c1)N1CCN(c2ccccn2)CC1	0.1	-0.2
90	Cc1ccc(N(Cc2ccc(C(=O)NC(C)c3ccccc3)cc2)S(C)(=O)=O)cc1C (centres undefined)	-0.2	5.5*
91	CCOc1ccc2ccccc2c1/C=C1/C(=O)NC(=O)N(C)C1=O	-0.3	1.4
92	O=[N+]([O-])c1ccc(OC/C=C2\Oc3ccc([N+](=O)[O-])cc3C2N2CCOCC2)cc1 (centres undefined)	0.0	-0.9

nr	TEAD-YAP block	MITF primary
89	11	10
90	11	4
91	-6	11
92	1	14

Random excerpt: 3 records from the list
nr	SMILES	FBW7 act	GPR151 ag
90	Cc1ccc(N(Cc2ccc(C(=O)NC(C)c3ccccc3)cc2)S(C)(=O)=O)cc1C (centres undefined)	-0.2	5.5*
91	CCOc1ccc2ccccc2c1/C=C1/C(=O)NC(=O)N(C)C1=O	-0.3	1.4
92	O=[N+]([O-])c1ccc(OC/C=C2\Oc3ccc([N+](=O)[O-])cc3C2N2CCOCC2)cc1 (centres undefined)	0.0	-0.9

nr	TEAD-YAP block	MITF primary
90	11	4
91	-6	11
92	1	14
